Compound activity: PubChem BioAssay, The Scripps Research Institute Molecular Screening Center
PP1 counter = blocks human PP1-alpha phosphatase, a PP5 counter-screen; AID 2235; actives 0.9% (n = 320,000); purified PP1alpha, OMFP fluorescence; inhibition, % at 6.7 µM;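 active = inhibition above the mean inhibition of all tested compounds plus 3 SD, computed separately for each screening campaign, cut at about 15% in these data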
CTSL1 counter = cathepsin L1 inhibition, PFM18AAP counter-screen; inhibition, % at 5.96 µM; actives 0.49% (n = 300,000); recombinant F. hepatica cathepsin L1, Z-Leu-Arg-MCA fluorescence;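 active = inhibition above the mean of all tested compounds plus 3 SD, set per screening campaign, cut at about 17% in these data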;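 also: 0% = plate median of test compound wells and 100% = 1 µM Z-Phe-Ala-diazomethylketone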
PP5 inh = inhibitors of human protein phosphatase 5 (PP5) | purified PP5c, OMFP substrate fluorescence | inhibition, % at 6.7 µM | actives 0.18% (n = 320,000);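 active = inhibition above the campaign's mean inhibition across all tested compounds plus 3 SD, cut at about 9.5% in these data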;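 also: 0% = DMSO only and 100% = 100 µM cantharidin control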
proCasp3 act = activators of human procaspase-3; P42574; AID 463141; actives 0.11% (n = 330,000); recombinant procaspase-3 D3A, Ac-DEVD-pNA absorbance 405 nm; activation, % at 8.5 µM;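 active = activation above the mean of all tested compounds plus 3 SD, cut at about 21% in these data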;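 also: 0% = DMSO alone and 100% = DMSO wells spiked with extra 5 µM PC-3 D3A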
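Assay system – Procaspase-3 D3A mutant · Benchmarks – DMSO low control, extra-enzyme high control · Technique – 405 nm absorbance of p-nitroaniline, reads at 0 and 120 min · Doses – 8.5 µM nominal · Measure – % activation between DMSO and enzyme-spiked controls · Also added – Ac-DEVD-pNA chromogenic peptide substrate · Schedule – 1 h compound preincubation, 2 h substrate hydrolysis at 25 °C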
AHR act = activates the human aryl hydrocarbon receptor; P35869; AHR-responsive luciferase reporter cells, luminescence; activation, % at 5 µM; actives 2.5% (n = 320,000); in the data active = activation above about 47%;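 also: 0% = vehicle wells and 100% = reference agonist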
Target sequence (P35869 whole entry, looked up): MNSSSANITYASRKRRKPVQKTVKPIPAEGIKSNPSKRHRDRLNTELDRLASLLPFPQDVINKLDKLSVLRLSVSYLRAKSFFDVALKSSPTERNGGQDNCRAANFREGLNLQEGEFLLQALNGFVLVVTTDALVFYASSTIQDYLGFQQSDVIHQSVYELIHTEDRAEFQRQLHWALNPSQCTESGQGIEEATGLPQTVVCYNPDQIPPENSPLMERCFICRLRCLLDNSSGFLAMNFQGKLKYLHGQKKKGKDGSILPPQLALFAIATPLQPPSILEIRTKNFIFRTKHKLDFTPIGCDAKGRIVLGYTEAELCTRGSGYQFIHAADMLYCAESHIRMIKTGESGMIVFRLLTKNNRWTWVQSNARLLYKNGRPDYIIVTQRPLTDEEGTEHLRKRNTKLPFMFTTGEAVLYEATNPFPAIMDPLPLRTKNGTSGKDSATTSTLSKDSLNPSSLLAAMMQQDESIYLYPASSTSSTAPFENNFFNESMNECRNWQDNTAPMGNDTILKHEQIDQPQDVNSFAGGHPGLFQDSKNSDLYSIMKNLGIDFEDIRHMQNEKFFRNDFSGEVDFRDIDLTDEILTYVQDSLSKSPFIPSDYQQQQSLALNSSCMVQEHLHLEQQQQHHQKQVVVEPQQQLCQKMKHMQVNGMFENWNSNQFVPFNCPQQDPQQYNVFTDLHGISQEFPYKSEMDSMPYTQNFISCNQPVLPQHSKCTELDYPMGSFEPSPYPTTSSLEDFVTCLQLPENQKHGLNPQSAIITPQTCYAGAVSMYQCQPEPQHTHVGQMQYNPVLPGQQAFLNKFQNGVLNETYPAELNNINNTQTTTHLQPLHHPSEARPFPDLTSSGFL
core dimer inh = blocks dimerization of HCV core protein; inhibition, % at 5 µM; TR-FRET GST/Flag-core106 dimerization, 1536-well; actives 0.33% (n = 300,000);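 active = inhibition above the mean of all tested compounds plus 3 SD, set per screening campaign, cut at about 45% in these data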
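Assay system – GST-tagged and Flag-tagged HCV core protein residues 1-106 · Quantity – core106 proteins, GST 13.5 nM and Flag 17 nM · Benchmarks – unlabelled core106 and no-GST-core106 wells · Read-out basis – percent inhibition of core106 dimerization signal · Detection – time-resolved FRET, ex 340 nm, em 617 and 671 nm · Schedule – 4 h at 22.5 °C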
proCasp7 act = activates human procaspase-7, counter-screen for procaspase-3 activators; recombinant procaspase-7, Ac-DEVD-pNA absorbance 405 nm; D23A/D198A/D206A triple mutant, cannot self-cleave; scale: DMSO 0, 5 µM enzyme 100; activation, % at 8.5 µM; actives 0.093% (n = 330,000);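 active = percent activation above the screen-wide mean plus 3 SD, cut at about 25% in these data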
Target sequence (P55210 whole entry D23A/D198A/D206A): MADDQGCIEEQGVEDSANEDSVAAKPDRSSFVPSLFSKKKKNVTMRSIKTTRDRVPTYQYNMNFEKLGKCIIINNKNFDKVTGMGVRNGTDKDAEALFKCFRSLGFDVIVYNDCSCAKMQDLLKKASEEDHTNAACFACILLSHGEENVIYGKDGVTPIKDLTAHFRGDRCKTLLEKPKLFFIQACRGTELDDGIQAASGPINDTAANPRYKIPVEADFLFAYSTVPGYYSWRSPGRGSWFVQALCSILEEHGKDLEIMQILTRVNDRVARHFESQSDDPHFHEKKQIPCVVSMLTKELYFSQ
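buffer or medium = Zinc-free HEPES/NaCl buffer, pH 7.4 | material = Procaspase-7 triple mutant (PC-7 D3A) | input = 2 µM procaspase-7 mutant as dispensed | signal = Epi-absorbance of released pNA at 405 nm, two timepoints | timing = 1 h preincubation, 2 h reaction | replicates = singlicate compound testing | evaluation = % activation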
PAFAH2 FP inh = inhibitors of human PAFAH2; Q99487; recombinant PAFAH2, FP-rhodamine activity probe, fluorescence polarization; inhibition, % at 3.39 µM; actives 0.99% (n = 340,000);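 active = inhibition above the mean over all tested compounds plus 3 SD, cut at about 30% in these data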;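 also: inhibitors block probe labeling of enzyme so polarization drops; 0% = enzyme with DMSO and 100% = wells lacking PAFAH2 protein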
TPT1 inhibitor = C. albicans TPT1 enzyme inhibition | actives 0.81% (n = 300,000) | AID 1962 | recombinant caTPT1, FP RNA substrate dephosphorylation | inhibition, % at 5 µM;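 active = inhibition above the mean of all tested compounds plus 3 SD, set per screening campaign, cut at about 24% in these data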;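 also: plate controls were DMSO alone for no effect and ferristatin control at 100 nM for full effect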
* = called active by the depositor; . = no result given. An unsorted share of the library; any-hit rate near 5.6%.

SMILES	PP1 counter	CTSL1 counter	PP5 inh	proCasp3 act	AHR act	core dimer inh	proCasp7 act	PAFAH2 FP inh	TPT1 inhibitor
COc1cccc(CNC2CCCc3ccccc32)c1OC (stereo unspecified)	-1	-1	1.3	-6	2	-4	0	2	0
CN(C)C1C(=O)c2ccccc2C1=O	-2	0	0.9	5	-3	1	7	-2	-3
CC(=O)Nc1ccc(S(=O)(=O)Nc2nc3ccccc3nc2-n2ccc(=NC(=O)c3ccccc3)cc2)cc1	-1	3	-0.5	-6	-1	10	7	.	0
CCOC(=O)c1c(C)[nH]c(C(=O)CN2CC(C)OC(C)C2)c1C (stereo unspecified)	-4	6	-0.3	-2	1	3	-6	4	1
CCS(=O)(=O)NCC(c1cccnc1)N1CCN(c2ccccc2OC)CC1 (stereo unspecified)	0	-2	-1.9	6	0	11	18	1	2
Cc1ccc(SCCC(=O)OCC(=O)Nc2ccc(S(N)(=O)=O)cc2)cc1	0	-32	2.3	-2	-2	-2	2	-7	-3
COC(=O)c1ccc(C(C2C(=O)CC(C)(C)CC2=O)C2C(=O)CC(C)(C)CC2=O)cc1	-3	0	0.2	5	-2	3	-5	-5	-1
Cc1cccc(OCc2nnc(SCC(=O)NC3CCCCC3)n2C)c1	2	-2	1.4	2	0	1	0	-6	1
O=C(O)c1ccc(S(=O)(=O)N2CCOCC2)o1	-2	1	-1.4	6	-1	-4	13	3	4
Cn1cc(C(=O)NCCN2CCN(c3cccc(Cl)c3)CC2)c2c3ccccc3n(C)c2c1=O	-3	0	3.1	0	-1	-2	10	-4	3
Cc1cccc(C(=O)Nc2ccc(C(=O)N/N=C/c3cccc(C)n3)cc2)c1	2	-3	4.3	12	-2	-4	23	-7	-2
NS(=O)(=O)c1cccc(NC(=O)CSc2nc3ccc(Cl)cc3[nH]2)c1	-3	3	-0.3	11	6	1	3	6	0
O=Cc1ccc(Oc2cc(-c3ccccc3)nc(-c3ccccc3)n2)cc1	-2	-6	-0.6	4	-2	1	0	-1	-3
Cc1nn2c(C)nc3sc4c(c3c2nc1=O)CC(C)(C)OC4	2	1	1.6	3	12	-2	5	-3	-1
Cc1cccc(-n2ncc3c2CCCC3NC(=O)C2CCOCC2)c1C (stereo unspecified)	0	0	2.8	4	2	-1	6	-1	2
O=C(Nc1cccc(F)c1)OC(CN1CCCCC1)C(F)(F)F (stereo unspecified)	-1	-1	3.3	12	2	-11	-3	2	-1
CC(c1ccccc1)n1c(Cn2ncc3ccccc3c2=O)n[nH]c1=S (stereo unspecified)	2	-1	-1.6	-8	-2	-1	-6	2	0
Cc1cc(OCCN2CC(C)OC(C)C2)ccc1[N+](=O)[O-] (stereo unspecified)	-2	0	1.6	1	0	-2	4	-15	-3
N#Cc1c(SCC(=O)Nc2cccc(C(F)(F)F)c2)sc2c(O)cc(=O)[nH]c12	10	3	5.5	-7	3	25	-27	18	12
Cc1cc(=O)[nH]c(SCC(=O)Nc2nc(-c3ccccc3)cs2)n1	3	2	-0.7	-10	28	12	7	8	3
Cc1cc(N2CCC(C)CC2)nc(NCc2ccccc2)n1	2	-2	0.8	0	3	-6	14	-1	-5
C=CCOC(=O)/C(=C/c1ccco1)NC(=O)/C=C/c1ccccc1	-2	8	1.1	-10	8	14	-18	-5	9
Cc1ccc2cc(/C=C/C(=O)c3ccco3)c(Cl)nc2c1	-2	0	-1.1	1	1	6	-1	.	0
O=C(Nc1ncccc1O)c1ccc(OCC2CCCO2)cc1 (stereo unspecified)	1	0	0.3	0	0	-4	-7	2	-2
CC(=O)c1cccc(NC(=S)NC(=O)c2ccc(C)cc2Cl)c1	-4	-1	4.3	-2	12	9	9	4	-2
N#Cc1c(-c2ccccc2)[nH]c(=O)[nH]c1=O	-1	-5	-0.2	4	0	-2	6	3	-2
Cc1oc(-c2ccc(Cl)cc2)nc1CN1CCC(C(=O)NCc2cccnc2)CC1	1	-2	-2.6	10	5	-2	1	-3	1
CCOC(=O)c1cnc2c(c(C)nn2CC)c1NC1CC1	-4	-1	0.3	5	5	-3	4	7	0
C/C(=N\O)C(=O)Nc1ccccc1	-5	-1	0.7	-2	1	-6	12	-9	-1
CCOC(=O)CC1=NS(=O)(=O)c2ccccc2N1	0	-2	3.3	6	0	-5	17	-4	1
O=C(c1cc(Cl)nc2ccccc12)N1CCN(S(=O)(=O)c2cccc(C(F)(F)F)c2)CC1	-1	2	2.8	8	14	1	3	6	0
CC(C)Cn1c(N)c(C(=O)COC(=O)c2nccnc2N)c(=O)n(C)c1=O	-3	.	2.5	9	1	.	5	1	.
CCN1CCCC1CNS(=O)(=O)c1ccc(F)c(Cl)c1 (stereo unspecified)	0	-1	1.1	11	-2	-3	2	2	-3
O=C(NCc1ccccn1)C(=O)NCC(c1ccco1)N1CCOCC1 (stereo unspecified)	-6	-2	0.7	3	-1	3	3	3	0
CCN(C(=O)c1ccc(NC(C)=O)cc1)c1ccccc1	-1	1	1.5	4	3	-2	6	-12	-1
CCN(CC)c1ccc(C(=O)Nn2cnc3ccccc3c2=O)cc1	-1	0	3.7	-1	15	0	6	0	3
CCCC(C(=O)Nc1ccncc1)c1ccccc1 (stereo unspecified)	-3	-1	1.1	-1	-4	2	12	-2	2
CC(C)=CCN1CCN(Cc2cn[nH]c2C2CCCCC2)CC1CCO (stereo unspecified)	-1	-8	-0.9	7	0	-6	4	.	-6
O=c1ccn(-c2cccc(C(F)(F)F)c2)nc1-c1ccn(-c2cccc(Cl)c2)n1	8	4	3.5	-9	0	3	9	7	2
COc1ccc(CN(C)CC(=O)NC(=O)NCc2ccccc2)c(OC)c1	4	2	2.4	2	4	-7	12	10	-1
CCCCc1ccc(NC(=O)C(=O)NCCN2CCN(Cc3ccc([N+](=O)[O-])cc3)CC2)cc1	-5	3	0.0	2	-1	-4	11	-8	-1
Cc1cccc(OCCC(=O)Nc2ccc(F)c(F)c2)c1	1	9	4.2	6	-3	-3	4	-8	1
CCN(CC(=O)Nc1c(F)cccc1F)C(=O)c1cccc(S(=O)(=O)N2CCc3ccccc3C2)c1	0	3	-1.1	-4	6	0	-2	6	0
CN1CCN(c2ccccc2NC(=O)c2cc3ccccc3o2)CC1	0	4	3.8	1	20	0	8	-16	-2
CN(CC(O)Cn1cnc2c1c(=O)n(C)c(=O)n2C)c1ccccc1 (stereo unspecified)	-11	-5	-0.1	-1	-1	2	13	2	3
COc1ccc(NC(=O)N(Cc2cc3ccc(OC)cc3[nH]c2=O)CC2CCCO2)cc1 (stereo unspecified)	-1	0	4.3	-2	4	7	-5	-7	-7
COc1cccc(-c2cc(C(F)(F)F)nc(-n3cc(C)cn3)n2)c1	-2	1	3.3	-2	-9	5	6	-1	1
CCOC(=O)C1=C(O)C(=O)N(Cc2ccc(C(C)(C)C)cc2)CC1	-1	-1	0.3	3	2	4	-4	1	7
COc1cccc(NC(=O)N2CCCC(C(=O)NCc3ccc(F)cc3)C2)c1 (stereo unspecified)	-4	-3	0.9	3	5	-5	-4	-8	1
Cc1sc(NC(=O)CN(C(=O)c2ccccc2F)C2CCCC2)c(C(N)=O)c1C	4	-1	3.5	4	2	4	4	5	0

Next section.
SMILES	PP1 counter	CTSL1 counter	PP5 inh	proCasp3 act	AHR act	core dimer inh	proCasp7 act	PAFAH2 FP inh	TPT1 inhibitor
Cc1ccc(-n2ncc(C#N)c2/N=C/N(C)C)cc1	-1	0	2.8	4	12	-4	-1	7	-4
Cc1cccc(NC(=O)c2nnn(-c3cccc(C(F)(F)F)c3)c2N)c1	2	1	2.1	-6	-5	-16	-6	-9	-3
CCc1ccc(OCC(O)CN2CCN(CCO)CC2)cc1 (stereo unspecified)	1	0	1.6	-3	1	-3	7	5	3
COc1ccc(CC(=O)NNC(=O)c2cnccn2)cc1	-1	2	0.5	4	0	-3	4	-1	-2
CCCSC1=C(C#N)C(c2cccs2)CC(=O)N1 (stereo unspecified)	-5	-2	-1.6	-8	-1	-2	-5	11	-1
Cc1ccccc1OC1=NS(=O)(=O)c2ccccc21	-2	-1	0.5	4	-1	1	-6	-10	-1
COc1ccccc1N1CCN(CC(=O)c2c(N)n(C)c(=O)n(C)c2=O)CC1	3	2	-0.4	-3	1	-1	8	4	0
CCN(c1ccc(OC)cc1)S(=O)(=O)N1CCCC(C(=O)NCc2cccc(C)c2)C1 (stereo unspecified)	-4	1	4.0	6	3	0	-5	-5	3
Cc1cccc(NC(=O)CCCn2c(=S)[nH]c3ccccc3c2=O)c1	-4	2	1.6	-4	5	0	5	18	-2
Cn1c(N)c(C(=O)CSc2ccc3c(c2)OCCO3)c(=O)n(C)c1=O	-3	2	3.1	-7	0	-1	2	-2	-5

In a second layout: entries from further up.
mol,PP1 counter,CTSL1 counter,PP5 inh,proCasp3 act,AHR act,core dimer inh,proCasp7 act,PAFAH2 FP inh,TPT1 inhibitor
COc1ccccc1N1CCN(CC(=O)c2c(N)n(C)c(=O)n(C)c2=O)CC1,3,2,-0.4,-3,1,-1,8,4,0
CCN(c1ccc(OC)cc1)S(=O)(=O)N1CCCC(C(=O)NCc2cccc(C)c2)C1 (stereo unspecified),-4,1,4.0,6,3,0,-5,-5,3
Cc1ccccc1OC1=NS(=O)(=O)c2ccccc21,-2,-1,0.5,4,-1,1,-6,-10,-1
CCc1ccc(OCC(O)CN2CCN(CCO)CC2)cc1 (stereo unspecified),1,0,1.6,-3,1,-3,7,5,3
Cc1cccc(NC(=O)c2nnn(-c3cccc(C(F)(F)F)c3)c2N)c1,2,1,2.1,-6,-5,-16,-6,-9,-3
CCCSC1=C(C#N)C(c2cccs2)CC(=O)N1 (stereo unspecified),-5,-2,-1.6,-8,-1,-2,-5,11,-1

Returning to the listing, starting 2 compounds before the break.
SMILES	PP1 counter	CTSL1 counter	PP5 inh	proCasp3 act	AHR act	core dimer inh	proCasp7 act	PAFAH2 FP inh	TPT1 inhibitor
Cc1cccc(NC(=O)CCCn2c(=S)[nH]c3ccccc3c2=O)c1	-4	2	1.6	-4	5	0	5	18	-2
Cn1c(N)c(C(=O)CSc2ccc3c(c2)OCCO3)c(=O)n(C)c1=O	-3	2	3.1	-7	0	-1	2	-2	-5
Cc1oc2cc3oc(=O)c(CCC(=O)N[C@H](C(=O)O)C(C)C)c(C)c3cc2c1C	-1	4	2.4	1	0	-4	-3	0	-1
CN1C(=O)/C(=N/OC(=O)c2ccccc2Br)c2ccccc21	-2	-8	0.7	11	-2	-1	4	-5	-2
N=C1C(c2nc3ccccc3[nH]2)=C(O)CN1c1ccc(CC(=O)O)cc1	-2	-2	0.7	2	7	1	5	10	14
CCOc1c(C#N)c(C#N)c2nc(C)cc(C)n12	-2	0	0.1	-13	-1	-3	12	5	21
Cc1cc(C)c(NC(=O)CSc2nc(=O)n3cc(C)ccc3n2)c(C)c1	3	-1	-0.9	-4	-2	5	1	12	-3
O=C(NCc1nnnn1-c1ccc(F)cc1)c1ccc([N+](=O)[O-])o1	-4	0	-0.3	-1	-1	-3	-4	18	-2
COC(=O)/C=C/c1oc2ccccc2c1C	-1	-3	1.0	1	-1	-5	3	-12	-5
Cc1cc(N2CCN(C)CC2)ccc1NC(=O)c1ccc(-c2ccc(Cl)cc2)o1	-1	2	0.6	4	-1	-2	-1	2	1
